High-throughput results (PubChem)
Salmonella PhoP GFP: PhoP regulon inhibitors, Salmonella typhi PhoP promoter GFP reporter, confirmatory (AID 1850) | Salmonella Typhi PhoP-promoter GFP reporter, fluorescence, 4 h; higher % means a stronger effect | one-dose inhibition, % at 50 µM; IC50 in µM for titrated hits | actives 0.33% (n = 310,000); in the data active means a potency from the dose series; inconclusive means inhibition mostly from about 25% at the one dose, without a potency; inactive means the rest, 99 in 100 with inhibition below about 19%;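 further: 0% = induced wells with vehicle and 100% = uninduced wells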
H37Rv inhibition: M. tuberculosis growth inhibition, HTS (AID 449762); M. tuberculosis H37Rv growth inhibition, 7H9 media; higher % means a stronger effect; inhibition, % at 25 µM; hits with a dose series show IC50 in µM; actives 0.59% (n = 330,000); in the data active means a potency from the dose series; inconclusive means inhibition above about 70% without an active follow-up result;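 further: bacterial growth assessed after seven days of incubation; strong numbers were not always called active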
influenza NS1A: H1N1 influenza NS1A inhibitors, functional cell based assay (AID 504329) | NS1A functional cell-based assay, percent inhibition; higher % means a stronger effect | one-dose inhibition, % at 12.5 µM; IC50 in µM for titrated hits | actives 0.3% (n = 340,000); in the data active means a potency from the dose series; inconclusive means inhibition above about 27% without an active follow-up result; further: strong numbers were not always called active
M. tuberculosis: growth inhibition of non-replicating M. tuberculosis (AID 488890) | inhibition, % at 25 µM; hits with a dose series show IC50 in µM | Mycobacterium tuberculosis non-replicating, growth inhibition; higher % means a stronger effect | actives 0.39% (n = 320,000); in the data active means a potency from the dose series; inconclusive means inhibition mostly from about 82% at the one dose, without a potency; inactive means the rest, 99 in 100 with inhibition below about 76%;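 further: plate controls were DMSO cells for no effect and high antibiotic wells for full effect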
inhibitors of VEEV: inhibitors of VEEV TC-83 cytopathic effect, confirmation, Vero cells (AID 588727). actives 0.13% (n = 350,000). one-dose inhibition, % at 20 µM; IC50 in µM for titrated hits. Vero cells, VEEV TC-83 cytopathic effect inhibition; higher % means a stronger effect; in the data active means a potency from the dose series; inconclusive means inhibition mostly from about 14% at the one dose, without a potency; inactive means the rest, 99 in 100 with inhibition below about 12%; further: strong numbers were not always called active
inhibitors of VEEV 10K pilot screen: second read-out of inhibitors of VEEV, no call of its own (marks repeat the call); inhibition, %; measured here: 10K pilot screen inhibition
Active calls of the source: *; i = inactive; ? = inconclusive; nt = no result given.

SMILES	Salmonella PhoP GFP	H37Rv inhibition	influenza NS1A	M. tuberculosis	inhibitors of VEEV	others
COc1ccc(N2CCCn3c2nc2c3c(=O)n(CCN3CCOCC3)c(=O)n2C)cc1	9%	4%	1%	-10%	0.8%
O=C(COC(=O)CNC(=O)c1ccccc1F)Nc1cccc(S(=O)(=O)N2CCCCCC2)c1	0%	4%	4%	-2%	i
COc1cccc(C(=O)Nc2ccc(C(F)(F)F)n(C)c2=O)c1	-1%	14%	8%	23%	0.1%
CCOc1ccccc1N1CC(C(=O)N2CCOCC2)CC1=O (stereo not drawn)	-24%	4%	-8%	-8%	2.0%
CC1=CSC2=NC(=O)/C(=C/c3cccc(OC(=O)c4ccco4)c3)C(=N)N12	-8%	52%	0%	?	1.2%
O=C(CNC(=O)c1cccc(Cl)c1)NCCCSc1ccccc1	-8%	4%	-3%	-1%	1.1%
CCCc1cc(C(=O)Nc2cnn(Cc3ccc(F)cc3)c2)no1	-3%	6%	-1%	33%	33%
O=C(NN=C1C2CC3CC(C2)CC1C3)c1cc(Cl)ccc1O	3%	-4%	-34%	53%	i
CC(C)(C)n1ncc2c(=O)n(CC(=O)NCc3ccco3)cnc21	-4%	-2%	1%	-1%	1.0%	inhibitors of VEEV 10K pilot screen=0.6
O=C(NCCN1CCOCC1)c1ccccc1Oc1ccccc1	-4%	2%	4%	5%	i
Cc1ccc(C(=O)OCC(=O)NCc2ccco2)cc1C	nt	-4%	-2%	23%	0.3%
C/C(=N/NC(=O)C1CCN(S(=O)(=O)c2ccc(C)cc2)CC1)c1cccc([N+](=O)[O-])c1	3%	1%	1%	-2%	0.0%
CCCCC(CC)CNC(=O)Cn1c(=O)[nH]c2ccsc2c1=O (stereo not drawn)	11%	4%	-1%	2%	0.1%
CCCCn1c(SCC(=O)c2c(N)n(C3CC3)c(=O)[nH]c2=O)nc2cc(S(N)(=O)=O)ccc21	nt	nt	-5%	nt	5.5%
CCc1nc2ccccc2c(C(=O)OCc2nc3ccccc3c(=O)[nH]2)c1C	nt	-4%	-9%	11%	8.2%
Cc1cc(C)c2c(N)c(C(=O)c3ccc(Cl)cc3)sc2n1	2%	4%	-4%	16%	11%
COC(=O)c1ccc(CSc2nnc(Nc3cccc(OC)c3)s2)o1	14%	11%	4%	?	9.1%
N#CC1=C(N)OC2=C(CC/C2=C\c2ccc(F)cc2)C1c1ccc(F)cc1 (stereo not drawn)	-15%	8%	nt	58%	nt
COc1cc(NC(=O)C2CCCO2)c(OC)cc1NC(=O)c1ccccc1 (stereo not drawn)	-2%	?	3%	52%	7.0%
COc1ccc(C(=O)OCc2cc(=O)n3ccsc3n2)cc1F	nt	2%	-21%	-4%	0.6%

The final four compounds of the part above are carried over, then new ones follow:
SMILES	Salmonella PhoP GFP	H37Rv inhibition	influenza NS1A	M. tuberculosis	inhibitors of VEEV	others
COC(=O)c1ccc(CSc2nnc(Nc3cccc(OC)c3)s2)o1	14%	11%	4%	?	9.1%
N#CC1=C(N)OC2=C(CC/C2=C\c2ccc(F)cc2)C1c1ccc(F)cc1 (stereo not drawn)	-15%	8%	nt	58%	nt
COc1cc(NC(=O)C2CCCO2)c(OC)cc1NC(=O)c1ccccc1 (stereo not drawn)	-2%	?	3%	52%	7.0%
COc1ccc(C(=O)OCc2cc(=O)n3ccsc3n2)cc1F	nt	2%	-21%	-4%	0.6%
CCC(=O)c1ccc(OCC(=O)O)cc1	nt	nt	-11%	nt	i
COc1ccccc1NC(=O)CN(Cc1ccco1)C(=O)c1ccc(=O)[nH]c1	12%	1%	-7%	-5%	0.4%
CCN(C[C@H]1N[C@@](Cc2ccccc2)(C(=O)OC)[C@H]2C(=O)N(Cc3ccccc3)C(=O)[C@@H]12)C(=O)NC(C)C	nt	2%	9%	41%	0.6%
Cc1cc(=O)oc2cc(NC(=O)c3ccnn3C)ccc12	-11%	3%	-9%	1%	2.6%
O=S(=O)(NCC1CCCO1)c1ccc(Br)s1 (stereo not drawn)	4%	-9%	6%	59%	i
C=CCN1C=CC(=O)CC1	-4%	1%	-6%	-16%	0.5%
CC(C)(C)NC(=O)C(c1ccco1)N(C(=O)Cn1nnc(-c2ccc(F)cc2)n1)c1cccc(F)c1 (stereo not drawn)	-11%	5%	2%	29%	9.6%
O=[N+]([O-])c1cc(S(=O)(=O)N2CCCC2)ccc1N/N=C/c1cccs1	9%	6%	6%	0%	0.7%
NC(=O)c1cc(S(=O)(=O)NCc2ccc(Br)cc2)cs1	7%	8%	-2%	11%	i
Cc1cc(C(=O)Nc2sc3c(c2C#N)CCCC3)no1	-10%	18%	5%	33%	3.9%
CN(C)CCNc1nc(-c2ccccc2)nnc1C(F)(F)F	2%	-3%	-3%	0%	i
O=C1CSC(c2cccc([N+](=O)[O-])c2)N1c1ccccc1F (stereo not drawn)	-15%	-1%	11%	0%	0.9%
CCSc1nnc(NC(=O)CSc2nnc(CNC(=O)c3cc(OC)c(OC)c(OC)c3)o2)s1	1%	1%	2%	-10%	2.3%
CC(C)(C)C(=O)NC(=S)Nc1ccccc1N1CCCC1	1%	11%	-17%	14%	i
O=C1CNC(=S)N1Cc1ccccc1Cl	-9%	6%	-2%	-8%	i
COc1ccc(NC(=O)c2ccc3nc(-c4ccccc4)c(-c4ccccc4)nc3c2)c(OC)c1	-2%	-8%	-2%	-5%	i
CN(C(=O)c1ccno1)c1nnc(-c2cnccn2)s1	-3%	2%	1%	0%	1.4%
Cn1cc(Cl)c(C(=O)Nc2nc3ccc([N+](=O)[O-])cc3s2)n1	-5%	6%	-1%	37%	0.6%
Cn1ncc(Cl)c1C(=O)Nc1ccc(CN2CCCCC2)cc1	-4%	-3%	-1%	-6%	1.3%
O=C(OC1CCCCC1)c1ccc(NC(=O)c2ccco2)cc1	11%	-4%	-7%	-4%	1.9%
Cc1ccc(CSc2nnc(SCC(=O)N/N=C/C=C/c3ccco3)s2)cc1	-6%	64%	-12%	75%	1.7%
Cc1nc2ccccc2c2c(N)c3ccccc3n12	6%	?	13%	80%	9.4%
Nc1ccnn1-c1ccccc1	5%	-14%	-27%	-16%	0.3%
Cc1nc2nc(COc3ccccc3)[nH]n2c(=O)c1Cl	-12%	nt	6%	10%	2.1%
CC(=O)c1ccc(OCc2cc(C(=O)N3CC4C[C@@H]5CC3C[C@H](C4)C5)no2)cc1	-13%	-2%	-13%	46%	1.7%
O=C(Oc1nsnc1N1CCOCC1)c1ccccc1	-16%	-8%	5%	-14%	0.1%
CCc1nc2ccccc2n1Cc1cc(=O)n2cc(C)ccc2n1	-3%	-9%	-2%	6%	0.8%
Cc1nnc(NC(=O)c2ccc(S(=O)(=O)N3CCCCC3C)cc2)o1 (stereo not drawn)	8%	?	-1%	?	9.4%
O=C(O)CCN1C(=O)C2C3CC(C2C1=O)C1C(c2ccccc2)c2sc(=O)n(-c4ccccc4)c2SC31 (stereo not drawn)	-2%	-1%	5%	12%	0.8%
CNC(=O)c1ccsc1NC(=O)C1CCN(S(=O)(=O)c2ccc(Cl)s2)CC1	4%	0%	-5%	16%	9.3%
COc1ccc(OCC(=O)OC2CCCN(C)C2)cc1 (stereo not drawn)	4%	-5%	-23%	-3%	1.2%
C=CSc1sc(Cl)c(N(CC)CC)c1[N+](=O)[O-]	-4%	-6%	nt	8%	1.6%
COCc1cc(C)n(CC(=O)Nc2ccccc2OC)c(=O)c1C#N	9%	-1%	-1%	-19%	1.5%
CCN(CC)C(=O)COc1ccc(-c2ccccc2)cc1	1%	-2%	-15%	37%	3.1%
O=C(COC(=O)COc1ccc(Cl)cc1Cl)NC1CC1	nt	5%	0%	10%	1.0%
N#Cc1ccc(C23CC4(C2)[C@H](CN(Cc2ccc(-c5ccccc5)cc2)[C@@H]4c2ccccc2)C3c2ccc(C(F)(F)F)cc2)cc1 (stereo partly drawn)	-1%	1%	nt	34%	nt
COC(=O)C1C2CCC(C2)C1C(=O)OCC(=O)c1ccc(C)cc1 (stereo not drawn)	5%	-2%	-10%	?	i
CCOC(=O)CNS(=O)(=O)c1ccc(C)cc1	13%	-1%	-4%	10%	i
Clc1ccc(-n2c(SCc3nc4ccccc4[nH]3)nnc2-c2ccncc2)cc1	-11%	-4%	2%	4%	5.0%
Cc1ccc(S(=O)(=O)/N=C(\N)c2ccc(Cl)cc2)cc1	-4%	13%	-16%	32%	i

Among those listed so far, these have a COOH group:
SMILES	Salmonella PhoP GFP	H37Rv inhibition	influenza NS1A	M. tuberculosis	inhibitors of VEEV	others
CCC(=O)c1ccc(OCC(=O)O)cc1	nt	nt	-11%	nt	i
O=C(O)CCN1C(=O)C2C3CC(C2C1=O)C1C(c2ccccc2)c2sc(=O)n(-c4ccccc4)c2SC31 (stereo not drawn)	-2%	-1%	5%	12%	0.8%

More records follow:
SMILES	Salmonella PhoP GFP	H37Rv inhibition	influenza NS1A	M. tuberculosis	inhibitors of VEEV	others
COC(=O)c1sccc1NC(=S)N1CCN(c2ccccc2F)CC1	5%	-4%	4%	-1%	0.8%
COC(=O)C1=C(C)N(CCc2cc(OC)c(OC)c(OC)c2)C(=O)N[C@H]1c1ccccc1	4%	-6%	-6%	1%	0.2%
Cc1ccc(-c2csc(NC3OC(=O)c4ccccc43)n2)cc1 (stereo not drawn)	7%	6%	-1%	3%	10%
O=C(NC1CC1)C1=C[C@@H](c2c[nH]c3ccccc23)C[C@@H](OCCCCO)O1	-31%	4%	-5%	-10%	0.8%
COc1nc(Oc2ccc(C(=O)OCC(N)=O)cc2)nc(N(C)C)n1	-1%	-2%	-6%	-9%	1.0%
COC(=O)c1sc(NC(=S)NC(=O)c2ccccc2C)nc1C	12%	6%	9%	15%	8.0%
Cc1cccc2cc3c(NC(=O)c4ccccn4)nn(C)c3nc12	3%	14%	-15%	11%	9.4%
C/C(=N\NC(=O)c1ccc(CN(C)S(=O)(=O)c2ccc(C)cc2)cc1)c1ccc(OC(F)F)cc1	-22%	1%	-3%	-1%	2.0%
COc1ccc(-c2nc(C=O)cs2)cc1	15%	7%	-2%	5.8µM*	1.7%
O=C(Nc1ccc(C(=O)O)cc1)Nc1cccc2ccccc12	-5%	6%	-12%	1%	1.4%
CNc1ccc(SC#N)cc1	25%	-7%	2%	8%	i
CCc1nnc(NC(=O)CSc2nc3ccccc3c(=O)n2CCCOC)s1	-6%	-8%	-3%	5%	2.7%
CC(CCc1ccccc1)NC(=O)CN1C(=O)NC2(CCCCC2C)C1=O (stereo not drawn)	nt	-6%	8%	1%	2.7%
O=C(O)CC1NC(=S)N(c2ccccc2)C1=O (stereo not drawn)	-7%	-2%	-6%	4%	2.5%
O=C(COC(=O)C1(c2ccccc2F)CCCC1)N1CCNC1=O	nt	nt	-7%	nt	1.5%
CC1CCN(C(=S)c2cccc(O)c2)CC1	-6%	1%	-8%	-22%	0.8%
Cc1ccc(C(=O)COC(=O)[C@@H](NC(=O)c2ccco2)C(C)C)s1	nt	6%	0%	10%	1.0%
CCOC(=O)c1cnc2ccc(OCC)cc2c1N1CCN(C)CC1	0%	5%	4%	-39%	7.5%
O=C(c1ccc(S(=O)(=O)N2CCCC2)cc1)N1CCN(c2cccc(Cl)c2)CC1	5%	-8%	-10%	-7%	6.1%
O=C(COc1ccccc1)Nc1ccc2[nH]ncc2c1	4%	14%	-1%	39%	i

Overlap with the part before: three compounds, then new ones.
SMILES	Salmonella PhoP GFP	H37Rv inhibition	influenza NS1A	M. tuberculosis	inhibitors of VEEV	others
CCOC(=O)c1cnc2ccc(OCC)cc2c1N1CCN(C)CC1	0%	5%	4%	-39%	7.5%
O=C(c1ccc(S(=O)(=O)N2CCCC2)cc1)N1CCN(c2cccc(Cl)c2)CC1	5%	-8%	-10%	-7%	6.1%
O=C(COc1ccccc1)Nc1ccc2[nH]ncc2c1	4%	14%	-1%	39%	i
CCOC(=O)CNCCC(=O)c1ccc(Br)cc1	12%	?	2%	4.3µM*	1.8%
O=C1C(c2ccccc2)=C(N2CC2)c2ccccc21	0%	2%	26%	nt	2.8%
CCn1c(SC2CCOC2=O)nnc1-c1ccc(Cl)cc1 (stereo not drawn)	7%	-5%	-9%	0%	2.1%
COc1cc(/C=C2/C(=N)N3N=C(CC(=O)N4CCOCC4)SC3=NC2=O)ccc1OCc1ccc(F)cc1	14%	7%	2%	27%	3.4%
COc1ccc(S(=O)(=O)N2CCCC2CNC(=O)C(=O)NCc2ccc(C)cc2)cc1 (stereo not drawn)	10%	11%	-12%	6%	3.2%
O=C(Nc1ccc(N2CCOCC2)cc1)c1ccc([N+](=O)[O-])o1	-4%	?	6%	?	3.1%
C1CCC(NC2CCCCC2)CC1	nt	-6%	-12%	-8%	i
Cc1c(Cl)cccc1NC(=S)N1CCN(c2ncccn2)CC1	2%	3%	0%	-8%	0.5%
Fc1cccc(Oc2nc3ccccc3n3cccc23)c1	2%	9%	6%	3%	1.9%
